Assay outcomes (PubChem BioAssay)
ER stress rescue: protection against thapsigargin-triggered cell killing – 384-well, CSM14.1, ATP luminescence, primary screen (AID 1222) | 190,000 tested, under 10 active | CSM14.1 thapsigargin-induced death rescue, ATP luminescence; higher % means a stronger effect | one-dose cellular ATP content (survival), % at 20 µM; EC50 in µM for titrated hits;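 active means EC50 below 50 µM in the dose-response confirmation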;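 further: death triggered by thapsigargin at about 15 µM added after 2 h compound pretreatment; cell ATP read after overnight thapsigargin exposure of roughly 18 to 22 hours; normalized against plate controls of thapsigargin alone and 5% DMSO vehicle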
KOR beta-arrestin-1: KOR agonists, beta-arrestin recruitment, primary screen, cell-based, luminescence, uHTS (AID 1777); KOR beta-arrestin recruitment, luminescence; higher % means a stronger effect; activation, % at 10 µM, or EC50 in µM where a hit was titrated; actives 0.02% (n = 280,000); in the data active means activation above about 50%, passing the limit was not always enough; further: a part of the inactive calls stands beside numbers as strong as those of hits
TNAP activation fold: human TNAP enzyme activators, primary screen, biochemical, luminescent, no phosphate acceptor, uHTS (AID 1001); activation fold at 20 µM; hits with a dose series show EC50 in µM; purified TNAP, luminescent activation assay, no phosphate acceptor; higher activation fold means a stronger effect; actives 0.03% (n = 200,000); in the data active means activation fold from about 3, or a potency from the dose series; inactive means the rest, 99 in 100 with activation fold below about 1.6; further: many of its hits are not listed in these tables
GPR55 activation: selective activators of receptor GPR55 – imaging, U2OS cells, beta-arrestin-GFP redistribution, primary screen (AID 1961); U2OS GPR55 beta-arrestin-GFP redistribution imaging; higher % means a stronger effect; actives 0.048% (n = 290,000); activation, % at 10 µM, or EC50 in µM where a hit was titrated;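 active means activation above 40% with more than 50 cells counted in the well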;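 further: U2OS osteosarcoma cells stably expressing GPR55 and beta-arrestin-GFP; plate controls were DMSO negative control for no effect and LPI positive control for full effect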
NOD1 inhibition: inhibition of NOD1-driven NF-kB reporter – cell-based, luminescence, uHTS, primary screen (AID 1578); one-dose inhibition, % at 4 µM; EC50 in µM for titrated hits; NOD1-driven NF-kB luciferase reporter cells, luminescence; higher % means a stronger effect; actives 1% (n = 290,000); in the data active means inhibition mostly above about 36%, no sharp cut-off; inactive means mostly below about 34%;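 further: HEK-293T reporter cells stimulated with the NOD1 agonist gamma-tri-DAP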
NOD2 inhibition: inhibition of NOD2-driven NF-kB reporter – cell-based, luminescence, uHTS, HEK293 (AID 1566); actives 0.63% (n = 290,000); HEK293 NOD2/NF-kB luciferase reporter, luminescence; higher % means a stronger effect; one-dose inhibition, % at 4 µM; EC50 in µM for titrated hits; further: many of its hits are not listed in these tables
NTR1 ag: agonists of NTR1, primary screen, imaging, U2OS cells, beta-arrestin-GFP, high content (AID 493036); NTR1-U2OS beta-arrestin-GFP spot imaging, agonist mode; activation, % at 20 µM; actives 0.17% (n = 330,000); P30989;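 active means activation at or above 40% of the spot to cytoplasm intensity ratio, with at least 20 cells analyzed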;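 further: 0% = DMSO without peptide and 100% = 100 nM NTR1 peptide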
Target sequence (P30989 whole entry, looked up): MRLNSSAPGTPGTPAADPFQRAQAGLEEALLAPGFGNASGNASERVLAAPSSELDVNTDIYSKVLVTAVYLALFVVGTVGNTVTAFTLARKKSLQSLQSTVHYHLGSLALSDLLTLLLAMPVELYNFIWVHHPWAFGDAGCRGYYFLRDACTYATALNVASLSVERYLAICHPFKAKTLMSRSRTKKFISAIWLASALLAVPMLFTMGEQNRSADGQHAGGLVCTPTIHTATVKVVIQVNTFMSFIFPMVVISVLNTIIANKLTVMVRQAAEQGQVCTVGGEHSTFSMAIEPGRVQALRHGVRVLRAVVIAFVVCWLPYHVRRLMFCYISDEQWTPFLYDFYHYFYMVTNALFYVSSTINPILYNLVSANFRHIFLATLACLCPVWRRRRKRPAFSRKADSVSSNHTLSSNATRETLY
KOR beta-arrestin-2: KOR antagonists, beta-arrestin recruitment, cell-based, luminescence, uHTS (AID 1778); KOR beta-arrestin recruitment, luminescence, antagonist mode; higher % means a stronger effect; inhibition, % at 10 µM; hits with a dose series show IC50 in µM; actives 0.091% (n = 290,000); further: strong numbers were not always called active
Yfh1-off respiration: enhancers of respiration in Yfh1-depleted yeast, dose response, Friedreich's ataxia, plus single-dose screen (AID 1465); S. cerevisiae Yfh1-off respiration, WST-1 reduction, 72 h; higher fold induction means a stronger effect; one-dose fold induction at 50 µM; EC50 in µM for titrated hits; actives 0.074% (n = 220,000);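 active means fold induction of absorbance versus untreated yeast above a set limit, then at least 30% activation at any dose in follow-up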;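 further: activators that raise dye reduction in frataxin-depleted yeast; strong numbers were not always called active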
NTR1 ag cell count 20 µM: second read-out of NTR1 ag, no call of its own (marks repeat the call); cell count; measured here: cell count, cytotoxicity flag
* marks the source's active call; other numbers are inactive results; i = inactive; / = no result given; [ ] = remark or other dose. Unless noted, no stated cut-off is given here; in the data, active means inhibition above about 50%; inactive means the rest.

SMILES | ER stress rescue | KOR beta-arrestin-1 | TNAP activation fold | GPR55 activation | NOD1 inhibition | NOD2 inhibition | NTR1 ag | NTR1 ag cell count 20 µM | KOR beta-arrestin-2 | Yfh1-off respiration
COc1ccccc1NC(=O)/C(=N/OCc1ccc(F)cc1)C(C)=O | -0.9% | 2.5% | 1 | 0.2% | -37% | 3% | 4.0 | 41 | -9% | i
CC1(c2nnc(Cc3ccccc3)o2)CC(c2ccc([N+](=O)[O-])cc2)=NO1 (stereo not drawn) | / | -3.4% | / | -0.1% | 4% | 6% | -1.8 | 101 | 11% | i
CCC(=O)N1CCN(c2ccc(NC(=O)COc3ccc(C)cc3C)cc2)CC1 | / | -3.0% | / | 0.3% | -10% | 16% | 2.2 | 46 | -16% | /
O=C(Cn1ccc([N+](=O)[O-])n1)N1CCc2ccccc21 | 1.0% | 0.2% | 1.1 | -0.2% | -42% | -2% | -0.7 | 53 | 11% | i
O=C(N/C(=C\c1cccc([N+](=O)[O-])c1)C(=O)N1CCOCC1)c1cccc(Br)c1 | / | 1.5% | / | -0.1% | -20% | 3% | 1.3 | 60 | 9% | /
Cc1ccc(-c2cc(C(=O)Nc3ccc(S(=O)(=O)N4CC(C)OC(C)C4)cc3)[nH]n2)c(O)c1 (stereo not drawn) | / | 0.2% | / | -0.1% | 4% | 13% | -2.0 | 77 | 15% | i
Cc1cc(C)c2nc(-c3cccnc3)cc(C(=O)Nc3ccc(S(=O)(=O)Nc4onc(C)c4C)cc3)c2c1 | 4.2% | -3.3% | 1.1 | 0.1% | -36% | 16% | 4.0 | 52 | -3% | i
COc1ccc2oc(-c3ccccc3)c(C(=O)O)c2c1 | / | -4.3% | / | -0.2% | 3% | 18% | 3.6 | 53 | -4% | /
CCN(CC)S(=O)(=O)c1ccc(C(=O)N2CCc3ccccc32)cc1 | -1.5% | 3.6% | 1.1 | -0.5% | -8% | 5% | 0.7 | 66 | -37% | i
CC(C)(C)OC(=O)C1C(=O)CC(C)(O)C(C(=O)OC(C)(C)C)C1c1cccnc1 (stereo not drawn) | 0.1% | -11% | 1.2 | -0.1% | -3% | 10% | -1.5 | 99 | 3% | i
Cc1nc(C)c(-c2ccc(SCc3ccccc3C)nn2)s1 | / | -4.9% | / | -0.1% | -32% | -6% | 2.9 | 77 | -28% | /
Cn1c(=O)c2[nH]c(N3CCOCC3)nc2n(-c2ccccc2)c1=O | -0.8% | -2.2% | 1 | 0.2% | -8% | 16% | -0.3 | 42 | 7% | i
COc1ccc(S(=O)NC2CCCCC2)c(OC)c1C (stereo not drawn) | -0.9% | -1.2% | 1.1 | -0.1% | -22% | 17% | 0.6 | 54 | 5% | i
C[C@H]1C=C(C(=O)N2CCN(Cc3ccc4c(c3)OCO4)CC2)O[C@@H](OCc2ccc(CO)cc2)C1 | -0.1% | -0.8% | 1 | 0.2% | -13% | -5% | 0.0 | 84 | 9% | /
COc1ccccc1-c1c(NC(=O)c2ccco2)n(C)c2ccccc2c1=O | / | -1.6% | / | 0.0% | 4% | 18% | 2.0 | 43 | 4% | i
NC(=O)c1ccccc1N/C=C/C(=O)c1ccco1 | / | -5.8% | 1 | -0.1% | -29% | -59% | 2.1 | 33 | 4% | i
Cc1ccc(C(=O)Nn2cnc3scc(-c4cccs4)c3c2=O)c(O)c1 | -3.2% | 1.2% | 1 | -0.1% | -5% | 10% | 1.1 | 50 | 16% | i
COc1ccc(C(=O)/C=C2/C(=O)Nc3ccccc32)cc1OC | / | 1.9% | / | 0.4% | 7% | 19% | 7.0 | 86 | -4% | /
Cc1cccc(C(=O)NCc2nnc(SCC(=O)NC3=NCCS3)n2C)c1 | / | -7.2% | / | 0.7% | 2% | -10% | -1.1 | 46 | 4% | /
O=C(N/N=C/c1cn(-c2ccccc2)nc1-c1cccnc1)c1ccc(F)cc1 | -14% | 1.1% | 1.1 | -0.5% | -4% | 10% | 6.8 | 40 | 14% | i
CC(NS(=O)(=O)OCC(Cl)(Cl)Cl)c1ccc(Br)cc1 (stereo not drawn) | / | 1.7% | / | -0.1% | 55% | 27% | 2.1 | 92 | -27%[20 µM] | /
CC(/C=N\NC(=O)c1ccc(C)nc1)=C\c1ccccc1 | -2.4% | 2.4% | 1 | -0.1% | -52% | -11% | -1.1 | 48 | 11% | i
Cc1cccc2cc(C(c3nnnn3CC3CCCO3)N3CCOCC3)c(=O)[nH]c12 (stereo not drawn) | 0.3% | -0.3% | 1.1 | -0.2% | -5% | 6% | 1.8 | 74 | -2% | i
CCC(=O)Nc1cccc(C(=O)/C=C/c2ccc(F)cc2)c1 | 2.4% | / | 1.1 | -0.2% | -26% | -37% | 24 | 88 | / | i
CCOC(=O)CC(=O)CSc1nc2c(c(C)c1C#N)CCC2 | -1.5% | 0.8% | 1.1 | 1.0% | -25% | 2% | -0.3 | 40 | -26% | /
CCOc1ccc(C(=O)NC(=S)Nc2cccnc2)cc1[N+](=O)[O-] | 0.0% | -5.5% | 1 | 0.2% | -12% | 12% | -0.7 | 50 | 8% | i
O=Nc1c(O)n(Cc2ccc(Cl)c(Cl)c2)c2ccccc12 | -0.5% | 2.7% | 1 | -2.3% | 64% | -96% | 6.5 | 81 | -6% | i
CCOC(=O)/C(C#N)=C/Nc1ccccc1OC(F)(F)F | / | 3.5% | / | 0.4% | -11% | 0% | 2.3 | 50 | -4% | i
CC(C)C(C(=O)NCC1CCCO1)N(Cc1ccco1)C(=O)CNS(=O)(=O)c1ccccc1 (stereo not drawn) | -1.4% | -0.3% | 1.1 | 0.1% | 3% | 0% | 2.0 | 48 | 4% | i
COc1cc(/C=N/NC(=S)NCc2ccccc2)ccc1OCC#N | -1.1% | 2.4% | 1 | -0.1% | -38% | 6% | 3.3 | 67 | -45% | i
O=C(/C=C/c1ccccc1)NNC(=O)c1cccs1 | -1.4% | 2.1% | 1.3 | -0.3% | -36% | -19% | 0.0 | 59 | -27%[20 µM] | i
Cc1ccc(NNC(=O)c2c(F)cccc2Cl)cc1Cl | / | 4.3% | / | 0.5% | -17% | -6% | 2.7 | 62 | 2% | i
O=C(NCc1ccccc1)c1ccc(CNc2c(N3CCCC3)c(=O)c2=O)cc1 | / | -5.7% | / | 0.0% | -8% | -26% | 2.0 | 76 | / | i
COc1ccc(-n2c(COc3ccccc3)n[nH]c2=S)cc1 | / | -0.4% | / | -0.2% | -18% | 3% | 1.7 | 50 | -46%[20 µM] | /
COc1ccc(N2CCN(CC(=O)NC(=O)NC(C)(C)C)CC2)cc1 | -0.2% | -0.3% | 1.2 | 0.1% | -45% | 4% | -0.7 | 61 | -25% | i
CCOc1ccc(S(=O)(=O)N2CCN(C(=S)NCc3ccccc3)CC2)cc1 | / | 0.5% | / | 0.1% | 4% | -4% | 3.4 | 61 | 27% | i
COc1ccc(CN(C#N)c2nc(C)cc(C)n2)cc1 | / | 0.8% | / | -0.1% | -14% | 16% | 0.0 | 56 | -24%[20 µM] | /
Cc1ccc(NC(=O)COc2ncnc3sccc23)cc1S(=O)(=O)N(C)C | -0.1% | -5.1% | 1.1 | 0.6% | -2% | 8% | 0.3 | 38 | 20% | i
O=C(CSc1nnc2scc(-c3ccc(Cl)cc3)n12)NCc1ccco1 | -1.7% | -0.7% | 1.1 | -0.2% | -16% | 11% | -1.3 | 54 | 22% | i
CCOC(=O)c1ccc(NC(=S)N(CCN2CCCCCC2)Cc2cccs2)cc1 | 1.2% | -3.0% | 1.1 | 0.7% | 2% | 10% | 2.6 | 50 | 32% | i
O=C(O)C1CCN(c2c([N+](=O)[O-])cc(C(F)(F)F)cc2[N+](=O)[O-])CC1 | 2.3% | -2.6% | 1.1 | 0.1% | 10% | 8% | -0.5 | 80 | -6% | i
CC(=O)c1ccc(NC(=O)CN2CCN(CC(=O)Nc3ccc(C(C)=O)cc3)CC2)cc1 | / | -3.0% | / | -0.1% | -7% | 7% | -0.6 | 102 | 4% | /
O=C(COc1ccc2ccccc2c1Br)Nc1cccnc1 | / | -0.4% | / | -0.1% | -9% | 16% | 1.1 | 60 | -19% | /
O=C(O)Cc1ccc(C(=O)c2ccc(F)cc2)s1 | -2.1% | -4.3% | 1.2 | -0.1% | -26% | 14% | -6.7 | 91 | -14% | i
CCN(CC(=O)Nc1ccc(N2CCOCC2)cc1)C(=O)COc1ccccc1OC | 0.0% | -5.2% | 1.3 | -0.1% | -33% | -5% | -1.1 | 93 | -24%[20 µM] | i
CN=C1S/C(=C\c2cc(C)n(-c3ccccc3F)c2C)C(=O)N1C | -3.1% | 5.1% | 1 | -0.2% | -16% | -18% | -0.8 | 53 | -37% | i
O=C(CCCC(=O)Nc1ccc(Br)cc1)N/N=C/c1ccccc1 | / | -1.5% | / | 0.0% | -14% | 9% | -0.4 | 40 | -4% | /
CCOC(=O)C1CCN(C(=S)NC2CCCC2)CC1 | -0.4% | -0.7% | 1 | 0.2% | -35% | 14% | 1.5 | 94 | -12% | i
CCn1c(-c2ccc(F)cc2)cnc1SCC(=O)N1CCc2ccccc21 | -1.5% | -5.5% | 1.1 | 0.1% | -33% | -32% | 2.6 | 90 | -14% | i
CC1Cc2nc(SCC(=O)NCC3CCCO3)n(C)c(=O)c2S1 (stereo not drawn) | / | 6.1% | / | -0.1% | -35% | -14% | -0.9 | 57 | -6% | /
Continuation:
SMILES | ER stress rescue | KOR beta-arrestin-1 | TNAP activation fold | GPR55 activation | NOD1 inhibition | NOD2 inhibition | NTR1 ag | NTR1 ag cell count 20 µM | KOR beta-arrestin-2 | Yfh1-off respiration
CCOC(=O)C1CCN(C(=O)c2cc3cc4cc(OC)ccc4nc3o2)CC1 | -1.2% | -5.7% | 1 | 1.9% | -34% | -21% | -1.5 | 42 | -65% | i
Cc1nc2cc(NC(=O)Nc3cccc(F)c3)ccc2n1C | / | -3.1% | / | -1.9% | -10% | -148% | -0.1 | 50 | 18% | i
COc1ccccc1Nc1ccc(NS(=O)(=O)c2ccc(C(C)=O)cc2)cc1 | / | 2.6% | / | -0.2% | -1% | 21% | 0.6 | 83 | -6% | /
COc1cccc(N2CCN(C(=O)Nc3ccc4c(c3)NC(=O)CO4)CC2)c1 | -0.2% | 0.4% | 1.1 | 0.0% | 1% | 1% | -0.3 | 83 | -16% | i
Cc1ccc[n+](CC(=O)Nc2c(Cl)cc(Cl)cc2Cl)c1 | -1.1% | / | 1 | 0.2% | -34% | -2% | -0.3 | 72 | 13%[20 µM] | i

Some of the compounds tested, so the mix of outcomes need not match the whole.
